Screens: PubChem, The Scripps Research Institute Molecular Screening Center
LEDGF integ inh – blocks HIV-1 LEDGF/p75-dependent DNA integration; TR-FRET IN-LEDGF/p75 DNA integration, Eu/Cy5; 370,000 tested, 0.64% active; inhibition, % at 3.7 µM;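 active = inhibition above the screen-wide mean plus 3 SD, cut at about 13% in these data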;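 note: signal is the Cy5 over europium emission ratio at 671 and 618 nm; 0% = plate median of compound wells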
TCR CD3 inh – human TCR-CD3 binding inhibition. 360,000 tested, 0.37% active. inhibition, % at 9.4 µM. AID 651800. TAMRA-labeled TCR probe fluorescence, biochemical; in the data active = inhibition above about 19%;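 note: recombinant mutant TCR 2C K166C tagged with TAMRA read by polarization; 0% = receptor in buffer alone and 100% = receptor with positive control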
SIAE inh – inhibitors of human sialic acid acetylesterase SIAE; AID 1053197; inhibition, % at 9.66 µM; 370,000 tested, 0.69% active; SIAE FP-Rh probe binding, fluorescence polarization;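 active = inhibition above a cutoff: mean of compounds within the control limits plus 3 SD of those, cut at about 17% in these data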;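 note: 0% = plate median of compound wells and 100% = probe without SIAE protein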
UHRF1 MBD2 ctr – UHRF1 methyl-DNA binding inhibition; Q96T88; UHRF1 binding to methylated oligo, TR-FRET; inhibition, % at 4.4 µM; 370,000 tested, 0.75% active; AID 687016; in the data active = inhibition above about 21%;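 note: UHRF1 SRA domain binding a hemimethylated CpG hairpin DNA probe; 0% = median of test compound wells and 100% = reference inhibitor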
PRMT1 FP inh – blocks human protein arginine methyltransferase 1 | Q99873 | recombinant PRMT1, activity-based probe fluorescence polarization | inhibition, % at 2.79 µM | 370,000 tested, 1.3% active | AID 652257;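 active = inhibition above about 21% made by adding two undisclosed values, limit read from the data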
HTRA1 inh – HTRA1 (human) protease inhibition. 340,000 tested, 0.5% active. inhibition, % at 5.96 µM. Q92743. recombinant HTRA1, FP-rhodamine activity-based probe, fluorescence polarization. AID 504803; in the data active = inhibition above about 36%;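 note: 0% = enzyme with DMSO and 100% = wells lacking enzyme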
Target sequence (Q92743 whole entry, looked up): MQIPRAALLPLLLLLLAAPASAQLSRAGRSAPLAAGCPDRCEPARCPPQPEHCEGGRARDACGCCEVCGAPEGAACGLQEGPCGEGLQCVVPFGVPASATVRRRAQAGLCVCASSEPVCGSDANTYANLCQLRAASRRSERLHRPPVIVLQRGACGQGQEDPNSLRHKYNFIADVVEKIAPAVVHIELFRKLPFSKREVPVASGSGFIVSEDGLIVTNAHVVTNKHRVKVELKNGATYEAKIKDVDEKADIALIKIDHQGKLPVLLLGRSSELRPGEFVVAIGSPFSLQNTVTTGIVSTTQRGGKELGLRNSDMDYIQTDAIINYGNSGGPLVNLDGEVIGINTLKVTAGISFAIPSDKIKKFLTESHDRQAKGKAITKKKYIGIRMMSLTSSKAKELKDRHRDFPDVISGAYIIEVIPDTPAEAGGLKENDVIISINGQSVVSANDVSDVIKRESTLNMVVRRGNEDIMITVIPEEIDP
DDE Tn7 FP inh – inhibitors of Tn7 peptide binding to human fibrin DD(E). P02675. FP displacement of FITC-Tn7 peptide from fibrin DD(E); 0% = median of compound wells per plate. inhibition, % at 8.3 µM. 370,000 tested, 0.13% active. AID 720508;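 active = inhibition above the mean of compounds falling within the control limits plus 3 SD of them, cut at about 14% in these data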;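 note: 0% = plate median of compound wells and 100% = 10 µM Aha-Tn7 peptide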
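Test system – human fibrin DD(E) · Times – 10 min preincubation, 3 h with tracer, room temperature · Detection – fluorescence polarization of the labelled Tn7 tracer · Measure – percent inhibition normalized to high-control wells · Benchmarks – high control wells with 10 µM unlabelled Aha-Tn7 peptide (full inhibition) · Repeats – singlicate testing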
TDP2 absorb – TDP2 (human) inhibition, absorbance primary screen | AID 720702 | inhibition, % at 12.8 µM | recombinant TDP2, T5PNP hydrolysis, p-nitrophenol absorbance 415 nm | O95551 | 370,000 tested, 0.34% active;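 active = inhibition above the mean of all tested compounds plus 3 SD, set per campaign, cut at about 25% in these data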;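 note: 0% = DMSO with enzyme and 100% = buffer with substrate but no TDP2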
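Assay system: Recombinant human TDP2 | Quantity: 120 nM TDP2 per well | Incubation: 2 h at 37 °C | Signal: Epi absorbance | Evaluation: Percent inhibition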
ABHD4 inh – inhibitors of mouse ABHD4; AID 720543; purified mABHD4, FP-Rh probe fluorescence polarization; inhibition, % at 8.92 µM; 370,000 tested, 0.54% active;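 active = inhibition exceeding the mean over every tested compound plus 3 SD, cut at about 30% in these data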;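 note: 0% = plate median of compound wells and 100% = S159A mutant with DMSO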
Target sequence (Q8VD66 whole entry, looked up): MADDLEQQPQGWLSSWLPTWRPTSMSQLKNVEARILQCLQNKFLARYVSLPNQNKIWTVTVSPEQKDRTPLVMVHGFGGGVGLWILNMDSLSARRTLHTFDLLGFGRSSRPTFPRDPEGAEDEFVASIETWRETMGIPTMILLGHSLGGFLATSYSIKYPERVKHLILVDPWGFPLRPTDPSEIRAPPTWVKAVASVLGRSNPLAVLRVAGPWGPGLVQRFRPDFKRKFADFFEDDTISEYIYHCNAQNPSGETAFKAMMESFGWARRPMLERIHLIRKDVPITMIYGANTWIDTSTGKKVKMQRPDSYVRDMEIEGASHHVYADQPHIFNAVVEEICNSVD
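Material: mouse ABHD4 enzyme, wild type; Benchmarks: S159A mutant high control, sample median low control; Buffer or medium: HEPES pH 7.0, NaCl, Pluronic buffer; Signal: fluorescence polarization; Read-out: percent inhibition of probe binding, normalized to plate controls; Timing: pre-incubation 45 min, probe exposure 60 min, at 25 °C; Dosing: 8.92 µM, single dose.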
PG9 Ab binder – binds the HIV-1 gp120 antibody PG9. TR-FRET gp120-PG9 antibody binding. 360,000 tested, 0.43% active. inhibition, % at 6.7 µM; in the data active = inhibition above about 8.5%
* hit, by the source's call; nt = not tested or not shown.

The opening 2 compounds, to show the layout:
SMILES	LEDGF integ inh	TCR CD3 inh	SIAE inh	UHRF1 MBD2 ctr	PRMT1 FP inh	HTRA1 inh	DDE Tn7 FP inh	TDP2 absorb	ABHD4 inh	PG9 Ab binder
O=C(O)[C@H](Cc1ccccc1)NC(=O)N1CCOCC1	0	3	-2	2	3	1	-1	-1	1	-0.6
CCOC(=O)N1CCC(NC(=O)C2CCN(C(=O)c3cc4sccc4n3CC)CC2)CC1	1	1	3	-2	-2	6	-6	2	0	-1.9

All compounds of this part, previewed entries included:
SMILES	LEDGF integ inh	TCR CD3 inh	SIAE inh	UHRF1 MBD2 ctr	PRMT1 FP inh	HTRA1 inh	DDE Tn7 FP inh	TDP2 absorb	ABHD4 inh	PG9 Ab binder
O=C(O)[C@H](Cc1ccccc1)NC(=O)N1CCOCC1	0	3	-2	2	3	1	-1	-1	1	-0.6
CCOC(=O)N1CCC(NC(=O)C2CCN(C(=O)c3cc4sccc4n3CC)CC2)CC1	1	1	3	-2	-2	6	-6	2	0	-1.9
COc1cc(CNC(=O)C2CCCN2S(=O)(=O)c2ccccc2)cc(OC)c1OC (stereo not given)	-1	9	1	5	0	2	5	-8	-2	-1.8
Cc1cc2nc(C3CCCN(C(=S)Nc4ccccc4C)C3)[nH]c2cc1C (stereo not given)	4	-2	4	4	-2	-8	3	-1	-1	-0.8
CCCn1c(=S)[nH]c2cc(C(=O)NCc3ccccc3OC)ccc2c1=O	-2	-1	-10	1	3	-11	2	10	-10	5.1
Cc1nc2ccccc2nc1Nc1cccc(Cl)c1	-1	0	1	0	-2	-31	1	6	-16	-0.7
O=C(CN1CCOCC1)Nc1ccc(S(=O)(=O)N2CCCCCC2)cc1	-4	4	1	-1	-1	-11	3	9	-3	-0.4
O=C(NCCc1cccc(Cl)c1)c1cccnc1	6	3	-5	4	-2	-4	0	-7	2	-1.5
C=CCOc1ccc(Cl)cc1-c1noc(-c2csc([C@H]3C[C@H](O)[C@@H](CO)O3)n2)n1	1	3	-4	0	2	nt	7	7	-6	0.1
O=C(c1cccs1)C1C(c2ccc(Br)cc2)NC(=S)NC1(O)C(F)(F)F (stereo not given)	-3	1	10	2	13	-4	2	-4	8	0.8
Cc1c(C(=O)NCc2ccc3c(c2)OCO3)oc2ccc(S(=O)(=O)N3CCCCCC3)cc12	-1	2	-9	-1	-2	-27	-4	-3	-20	-2.1
N/C(=N\OC(=O)c1cccc([N+](=O)[O-])c1)c1ccccn1	-1	0	0	-2	1	1	0	8	-3	-1.8
COc1cc(C(C)=O)ccc1OCC(O)CN1CCN(c2c(C)cccc2C)CC1 (stereo not given)	2	6	2	2	-5	-1	-2	6	-4	1.0
O=C1CCCC2=C1C(O)(C(F)(F)F)C(=O)N2Cc1ccccc1 (stereo not given)	-4	1	-1	1	0	6	2	-10	9	0.1
COc1ccc(N2C(N)=NC(N)=NC23CCCC3)cc1	-5	0	-1	-1	-1	1	6	6	7	-3.9
CCN(CC)C(=O)CSc1nc2[nH]ncc2c(=O)[nH]1	0	0	2	0	-2	2	5	2	-2	1.1
FCCCOc1ccc(-c2nccc(-c3ccc(Br)cc3)n2)cc1	1	-4	-1	0	6	4	6	8	-2	-0.5
COc1cccc(C2CC(c3ccc(C)cc3)=NN2C(=O)c2ccccc2F)c1OC (stereo not given)	2	-2	2	-3	-2	-31	-5	2	17	2.0
Cc1ccc(C(=O)Nc2cccc(-c3ccc(N4CCOCC4)nn3)c2)cc1C	2	-1	-20	3	-3	-42	-2	-14	-11	-3.8
CCOc1ccc(-c2cc(CCCC(=O)NCc3ccc(C)cc3)no2)cc1	2	3	1	29*	-2	-12	-6	0	2	-1.6

Reprinted from the part before: 3 compounds; new compounds follow.
SMILES	LEDGF integ inh	TCR CD3 inh	SIAE inh	UHRF1 MBD2 ctr	PRMT1 FP inh	HTRA1 inh	DDE Tn7 FP inh	TDP2 absorb	ABHD4 inh	PG9 Ab binder
COc1cccc(C2CC(c3ccc(C)cc3)=NN2C(=O)c2ccccc2F)c1OC (stereo not given)	2	-2	2	-3	-2	-31	-5	2	17	2.0
Cc1ccc(C(=O)Nc2cccc(-c3ccc(N4CCOCC4)nn3)c2)cc1C	2	-1	-20	3	-3	-42	-2	-14	-11	-3.8
CCOc1ccc(-c2cc(CCCC(=O)NCc3ccc(C)cc3)no2)cc1	2	3	1	29*	-2	-12	-6	0	2	-1.6
CCOC(=O)[C@]12CCCC=C1N(Cc1cccc3ccccc13)C(=O)[C@H](CC(=O)N1CCSCC1)C2	-3	-2	5	0	2	nt	1	-7	3	1.9
CC(C)[C@H](NC(=O)OC(C)(C)C)c1cc(C(=O)NCCc2c[nH]c3ccccc23)c(N)s1	-1	-3	11	-1	3	nt	2	-2	4	-1.2
COc1ccc2[nH]c(=O)c(CN(CCCN(C)C)C(=O)Nc3ccccc3)cc2c1	0	-1	0	1	3	4	-4	-4	6	0.7
Cc1ccc(-c2nc(C#N)c(N3CCCCC3)o2)cc1	-3	-13	-4	1	1	-9	-2	-6	2	1.1
CS(=O)(=O)c1nc(S(=O)(=O)c2ccc(Cl)cc2)c(NCCCn2ccnc2)s1	-1	-1	3	0	-6	-1	-6	-2	-7	-0.3
O=C(CSc1ncn[nH]1)Nc1cc(S(=O)(=O)N2CCCC2)ccc1Cl	-3	0	5	1	7	-2	3	7	0	0.5
O=C(C1CCN(S(=O)(=O)N2CCC3(CC2)OCCO3)CC1)N1CCc2ccccc2C1	-2	-2	4	5	0	6	-2	1	-2	0.0
CC(C)NC(=O)NC(=O)COC(=O)c1ccc(NC(=O)CC#N)cc1	0	-14	-8	0	-2	15	3	4	-7	1.1
CC1CCc2sc3nc(N4CCN(CCO)CC4)n4ncnc4c3c2C1 (stereo not given)	1	3	-5	2	-1	9	-3	-9	1	0.6
CN(C)CCCOc1nn(Cc2ccccc2)c2ccccc12	-2	3	3	-1	-3	-1	5	4	8	-0.6
CN1C(=O)N(c2cccc3ccccc23)C(n2cncn2)C1(C)C (stereo not given)	-2	1	-4	1	-2	6	1	-10	-5	0.3
COc1ccc(/C=N/NS(=O)(=O)c2ccccc2)cc1OC(=O)c1ccc(C)cc1	-2	8	-22	3	3	-8	-7	0	-21	-1.8
COc1cccc(C(=O)C[n+]2cccc3cc(OC)ccc32)c1	2	-2	2	-2	-3	2	-5	-4	0	-3.2
COc1ccc(N=CC=C2OC(C)(C)C(C)(C)O2)cc1OC	3	5	0	-4	0	4	-7	12	6	-3.0
CC(=O)OCP(C)(=O)COC(C)=O	-4	4	-3	3	3	0	2	-6	1	0.4
Cc1ccc2cc(CCNC(=O)c3cccc([N+](=O)[O-])c3)c(=O)[nH]c2c1	0	8	-2	-1	1	-4	5	-3	3	-0.9
O=S(=O)(NCc1ccccn1)c1ccc(Cl)s1	1	5	3	0	-4	4	-4	-3	-3	-2.7
CCCc1cc(=O)n(-c2nc3ccccc3s2)[nH]1	0	1	12	-4	-2	4	1	5	1	-2.2
COc1ccc(CNc2ccc(N3CCN(C(C)=O)CC3)cc2)cc1OC	15*	-3	3	-1	1	9	-5	-8	14	-7.8
CN(Cc1cnn(C)c1)Cc1nc(Cc2ccccc2Cl)no1	2	-1	3	0	-1	-1	1	1	-3	-1.1
COc1ccc(S(=O)(=O)N2CCc3cc4c(cc3C2C)OCCCO4)cc1 (stereo not given)	2	-12	-8	11	-1	-8	-2	-21	-7	-1.4
Cc1cc(C(=O)COC(=O)Cn2cnc3c2c(=O)n(C)c(=O)n3C)c(C)n1C	0	2	9	-1	-2	0	-8	9	2	-1.3
Cc1cc(C)cc(OCC(=O)NNC(=O)c2ccoc2C)c1	-4	0	2	5	0	2	0	-7	6	0.2
Cc1cc(C)nc(N(C#N)Cc2cccc([N+](=O)[O-])c2)n1	-2	0	-5	5	6	0	-6	4	4	0.4
O=[N+]([O-])c1ccc2nc(NS(=O)(=O)c3ccccc3[N+](=O)[O-])sc2c1	1	-10	-8	0	-3	-13	-2	-14	-19	-1.2
COc1cc(/C=C(\NC(C)=O)C(=O)Nc2ccc(NC(C)=O)cc2)ccc1OC(C)=O	1	2	3	-1	-4	2	12	-1	4	1.1
Cc1cccc(N(C)C(=O)c2cnn(-c3ccccc3)c2C)c1	-8	-4	-4	2	10	0	0	-11	-2	1.6
COc1ccc(CNC(=O)C2CCN(S(=O)(=O)N3CC(C)CC(C)C3)CC2)cc1 (stereo not given)	0	3	-3	4	4	3	-2	-4	4	-0.7
COc1cc(OC)c(C2C(C#N)=C(N)OC3=C2C(=O)CC(C)C3)cc1OC (stereo not given)	1	3	4	-5	2	1	1	2	4	-1.4
Cc1cccc(/C(N)=N/OC(=O)CCCc2ccccc2)c1	1	2	5	-1	0	2	-3	2	-1	-1.0
COc1ccccc1CNC(=O)c1oc2ccc(S(=O)(=O)N3CCOCC3)cc2c1C	-2	-1	-4	3	3	-6	-5	12	7	0.6
CCOC(=O)C1CCN(CC(O)COCc2ccc(Cl)cc2)CC1 (stereo not given)	-1	8	5	-3	-1	-2	5	7	-1	0.4
COc1ccc(N(CC(=O)O)S(=O)(=O)c2ccc(C)cc2)cc1Cl	3	0	3	-1	-2	1	10	8	-3	1.4
O=C(C1CCCO1)N1CCN(S(=O)(=O)c2cccc3nsnc23)CC1 (stereo not given)	0	2	-13	1	-1	5	-2	1	2	-0.1
NNc1nc(-c2ccccc2)cc(-c2ccccc2)n1	4	5	-3	-2	0	-46	-5	8	-6	-1.0
Cc1ccc(OCC(=O)N(Cc2ccc(C)o2)C2CCS(=O)(=O)C2)cc1 (stereo not given)	0	-3	2	1	4	0	1	0	4	0.5
CCCNC(=O)COCc1cc(-c2ccc3c(c2)OCO3)on1	-3	-4	-3	-3	-1	-1	4	7	-4	-1.6
COCCCN(C(=S)Nc1c(C)cc(C)cc1C)C(C)c1ccncc1 (stereo not given)	-2	-2	-4	0	0	-4	-7	-10	4	1.1
C=CCN1C(=O)c2[nH]nc(-c3ccccc3)c2C1c1ccc(C)cc1 (stereo not given)	-1	-4	-2	1	1	nt	5	-1	-11	-1.3
CC(=O)N1CCN(C(=O)c2ccco2)CC1	2	1	-5	2	2	-1	4	-2	4	-1.0
CCN(CC)C(=O)CC[C@H]1CC[C@]2(CCCN(Cc3nccn3C)C2)O1	-3	nt	3	0	2	nt	-2	6	2	nt
O=C(COc1cc2oc(=O)cc(-c3ccccc3)c2cc1Cl)NCc1ccccn1	-4	1	-4	4	1	0	7	-9	-3	-1.0
Cc1ccc(CNC(=O)CNS(=O)(=O)c2cccc3nsnc23)cc1	-1	2	-1	4	-2	0	-9	-17	3	-1.5
O=C(c1cccnc1)c1ncc(C(F)(F)F)cc1Cl	0	2	2	-2	-6	3	10	0	-5	-0.3
COc1ccc(S(=O)(=O)N2CCCC2)cc1C(C)C	0	3	8	-1	-1	-6	-1	5	-4	-2.3
CC1CCN(S(=O)(=O)c2ccc3c(c2)n(C)c(=O)n3C)CC1	0	11	-2	-2	-4	1	-1	-3	-4	1.9
